# Screens from PubChem BioAssay.
# PLK1 inh – blocks human PLK1 kinase activity; recombinant PLK1 kinase, TR-FRET peptide phosphorylation; 97,000 compounds, 0.53% hits; inhibition, % at 10 µM; AID 619;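 active = inhibition of 50% or more in the single-concentration screen; inactive = inhibition below 50%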;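 note: 0% = DMSO max control and 100% = H-89 dihydrochloride min control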
# Mac1 fbg inh – blocks human CD11b/CD18 adhesion to fibrinogen; P05107+P11215; K562 CD11b/CD18 adhesion to fibrinogen, ATPlite luminescence; Mn2+ added to activate the integrin; inhibition, % at 10 µM; 93,000 compounds, 0.54% hits;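 active = primary inhibition of 50% or more at 10 µM, then 40% or more on retest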; note: some results filed as inactive read as strong as hits
# Target sequence (P05107 whole entry, looked up, other chains not shown): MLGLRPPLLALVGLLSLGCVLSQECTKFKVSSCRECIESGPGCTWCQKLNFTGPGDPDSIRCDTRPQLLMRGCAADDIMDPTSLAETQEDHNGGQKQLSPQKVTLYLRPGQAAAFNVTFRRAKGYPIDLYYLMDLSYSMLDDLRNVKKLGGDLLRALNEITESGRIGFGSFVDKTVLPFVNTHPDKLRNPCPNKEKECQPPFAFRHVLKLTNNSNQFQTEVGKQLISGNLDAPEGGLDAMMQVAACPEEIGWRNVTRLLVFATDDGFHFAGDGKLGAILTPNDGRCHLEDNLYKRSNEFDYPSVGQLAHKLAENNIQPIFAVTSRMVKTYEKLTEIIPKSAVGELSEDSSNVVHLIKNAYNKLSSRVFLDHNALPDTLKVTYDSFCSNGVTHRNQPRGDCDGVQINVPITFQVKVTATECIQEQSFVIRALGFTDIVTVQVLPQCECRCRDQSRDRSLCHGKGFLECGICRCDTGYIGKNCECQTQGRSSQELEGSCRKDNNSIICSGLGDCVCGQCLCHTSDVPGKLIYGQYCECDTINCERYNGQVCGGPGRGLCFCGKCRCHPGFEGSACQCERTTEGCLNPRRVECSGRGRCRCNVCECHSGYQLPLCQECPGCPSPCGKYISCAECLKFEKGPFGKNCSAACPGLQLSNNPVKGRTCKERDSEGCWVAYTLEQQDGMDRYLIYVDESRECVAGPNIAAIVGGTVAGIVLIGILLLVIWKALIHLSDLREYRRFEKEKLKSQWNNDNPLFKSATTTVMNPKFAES
# HIV Rev-RRE inh – disrupts HIV-1 Rev binding to RRE RNA; 97,000 compounds, 0.79% hits; inhibition, % at 8 µM; AID 704; Rev peptide-RRE RNA binding, FRET;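 active = inhibition above the screen-wide mean plus 3 SD, cut at about 35% in these data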;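 note: 0% = median DMSO wells and 100% = median Neomycin B control wells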
# Target sequence (P05866 whole entry, looked up): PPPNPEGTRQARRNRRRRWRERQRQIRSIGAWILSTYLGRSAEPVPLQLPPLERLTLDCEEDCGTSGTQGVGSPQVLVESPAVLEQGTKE
#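 Test system – labelled RRE RNA duplex and labelled Rev peptide · Reagent – labelled Rev peptide · Doses – one concentration, 8 µM nominal · Incubation – 5 + 15 min at 25 °C · Signal – FRET fluorescence readout · Read-out basis – % inhibition of FRET ratio versus controls · Control set – DMSO wells as 0% and neomycin B wells as 100% inhibition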
# ERa coact inh – blocks coactivator binding to human estrogen receptor alpha; P03372; TR-FRET ER-alpha LBD / SRC-1 peptide, estradiol-bound; inhibition, % at 25.6 µM; 86,000 compounds, 1.7% hits; in the data active = inhibition above about 50%;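 note: 0% = receptor plus peptide control and 100% = peptide only without receptor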
# Plk1 PBD FP – Plk1 (human) PBD binding inhibition | Plk1 PBD phosphopeptide binding, fluorescence polarization | inhibition, %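 (tested at about 20 µM)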 | 97,000 compounds, 0.13% hits | AID 693; in the data active = inhibition above about 34%, passing the limit was not always enough
# FAK blocker – FAK (human) kinase inhibition | AID 727 | 97,000 compounds, 0.84% hits | inhibition, %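 (tested at 7 µM)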 | biochemical FAK kinase activity assay; in the data active = inhibition above about 19%;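 note: 0% = DMSO and 100% = reference compound high control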
# ERb coact inh – ER-beta (human) coactivator binding inhibition. inhibition, % at 25.6 µM. Q92731. TR-FRET ER-beta LBD / SRC1-Cy5 peptide binding; receptor agonist-loaded with 1 µM estradiol. 86,000 compounds, 1.3% hits;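 active = compounds whose percent inhibition of the receptor-coactivator binding signal exceeds about 50% in the single-dose screen, limit read from the data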;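 note: 0% = receptor plus peptide wells without compound and 100% = peptide-only wells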
# ERa SRC1 pot – ER-alpha (human) coactivator binding potentiation; P03372; TR-FRET ERalpha-LBD/SRC-Cy5 coactivator binding, 2 h; 100 = basal binding, no effect; coactivator binding (% of control), % at 25.6 µM; 86,000 compounds, 1.3% hits; in the data active = activity above about 200%;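 note: binding measured in presence of low estradiol as agonist stimulus; 0% = peptide alone without receptor and 100% = receptor with peptide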
# CD11b adhes enh – increases human CD11b/CD18 adhesion to fibrinogen; P05107+P11215; K562 CD11b/CD18 adhesion to fibrinogen, ATPlite luminescence; activation, % at 10 µM; 93,000 compounds, 0.07% hits; AID 1499;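 active = 10 µM primary screen giving 50% or more activity, confirmed by 40% or more on retest at that dose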; note: strong numbers were not always called active
# Active calls of the source: *; x = no result given; [ ] = another dose, or the depositor's remark.
SMILES,PLK1 inh,Mac1 fbg inh,HIV Rev-RRE inh,ERa coact inh,Plk1 PBD FP,FAK blocker,ERb coact inh,ERa SRC1 pot,CD11b adhes enh
Cc1csc(NC(=O)CSc2nnc(-c3ccc(Cl)cc3)n2N)n1,-11,0,9,5,8,0,11,107,-1
CC(=O)Nc1nnc(SCc2ccc(F)cc2)s1,-9,x,7,-10,-5,6,0,108,x
CCN(CC)S(=O)(=O)c1cccc(-c2nnc(SCC(=O)NCCC3=CCCCC3)n2N)c1,-16,0,2,5,14,-1,0,122,-1
O=C(NC1CC1)C1CCN(Cc2cnn(-c3ccccc3)c2-n2cccc2)CC1,-4,-21,7,-1,-11,-1,-4,112[fluorescence artefact?],0
Cn1c(=O)c2c(nc(NCCO)n2CCc2ccccc2)n(C)c1=O,x,-8,x,-2,x,x,-4,106,-4
CCCCCC(=O)Nc1ccc2oc(-c3ccncc3)nc2c1,5,-2,7,33,-2,3,43,108[fluorescence artefact?],1
COc1cc(-c2nnc(SCc3cccnc3)n2C)cc(OC)c1O,-6,15,10,-2,0,0,26,107[fluorescence artefact?],4
CC(/C=C/c1ccc(C)o1)=C\C(=O)O,-11,x,4,-3,5,-9,-4,110[fluorescence artefact?],x
C=CCn1c(SCC(=O)N2CCOCC2)nc(O)c(Cc2ccccc2)c1=O,-10,-3,3,-6,7,-5,-6,109,-3
Nc1nc(SCc2ccccc2Cl)n[nH]1,-2,-12,5,-7,2,1,-2,106,-1
Cc1ccnc(NS(=O)(=O)c2cccc3nsnc23)c1,-6,-12,8,0,-5,4,-7,105,0
FC(F)(F)c1cccc(Nc2ncnc3ccccc23)c1,x,-13,x,-3,x,x,2,114,0
CCOc1cc(C)c(C(C)C)cc1S(=O)(=O)N1CCOCC1,-6,-11,5,-5,8,-3,-9,96,2
O=C1NC(Nc2nccs2)(C(F)(F)F)C(=O)N1CCc1ccccc1 (stereo not drawn),-5,-3,2,-5,-1,1,-1,105,-3
CSc1nc(=O)n2cccc(C)c2n1,-9,-1,8,x,21,-1,x,x,-2

# Some of the entries above, reformatted:
PLK1 inh	Mac1 fbg inh	HIV Rev-RRE inh	ERa coact inh	Plk1 PBD FP	FAK blocker	ERb coact inh	ERa SRC1 pot	CD11b adhes enh	compound
-11	0	9	5	8	0	11	107	-1	Cc1csc(NC(=O)CSc2nnc(-c3ccc(Cl)cc3)n2N)n1
-9	x	7	-10	-5	6	0	108	x	CC(=O)Nc1nnc(SCc2ccc(F)cc2)s1
-16	0	2	5	14	-1	0	122	-1	CCN(CC)S(=O)(=O)c1cccc(-c2nnc(SCC(=O)NCCC3=CCCCC3)n2N)c1
-4	-21	7	-1	-11	-1	-4	112[fluorescence artefact?]	0	O=C(NC1CC1)C1CCN(Cc2cnn(-c3ccccc3)c2-n2cccc2)CC1
x	-8	x	-2	x	x	-4	106	-4	Cn1c(=O)c2c(nc(NCCO)n2CCc2ccccc2)n(C)c1=O
5	-2	7	33	-2	3	43	108[fluorescence artefact?]	1	CCCCCC(=O)Nc1ccc2oc(-c3ccncc3)nc2c1

# The listing continues:
SMILES,PLK1 inh,Mac1 fbg inh,HIV Rev-RRE inh,ERa coact inh,Plk1 PBD FP,FAK blocker,ERb coact inh,ERa SRC1 pot,CD11b adhes enh
c1ccc2c(-c3nn4nnnc4c4ccccc34)cccc2c1,-12,-7,2,1,-18,-1,-7,98,-3
CCCCc1c(C)c2ccc(OCC(C)=O)cc2oc1=O,-29,6,9,7[fluorescence artefact?],2,2,9[fluorescence artefact?],113,1
N#C/C(=C\c1ccc[nH]1)Sc1nc2ccccc2s1,x,13,x,-5,x,x,1[fluorescence artefact?],66,5
CCOC(=O)C1CCN(C(=O)c2ccccc2Oc2ccccc2)CC1,-12,-8,0,0,-10,-1,-4,117,0
CCOC(=O)CN(C(=O)Cn1nnc(-c2ccc(C)cc2)n1)C(CC)C(=O)NC1CCCC1 (stereo not drawn),-14,7,4,6[fluorescence artefact?],-14,0,-1[fluorescence artefact?],102,3
O=C(c1cccc(F)c1)N1CCN(C(=O)c2cc3ncc(Br)cn3n2)CC1,8,-3,4,55*,11,-1,59*,66,1
COCc1nnc(NC(=O)CC(C)c2ccccc2)s1 (stereo not drawn),-3,-14,-4,-7,1,-3,-6[fluorescence artefact?],131,-2
O=C(Cn1cccc1)N1CCc2ccccc21,-4,-8,4,-13,-17,-5,-14[fluorescence artefact?],103,-7
Cc1ccc(NC(=O)CSCCc2ccccn2)nc1,-2,-30,12,-5,9,-2,1,112,0
CN(C)S(=O)(=O)c1cccc(NC(=O)COC(=O)CCc2nc3ccccc3s2)c1,-9,8,3,7[fluorescence artefact?],-15,-1,6[fluorescence artefact?],116,2
CCOc1ccc(OCC)c(NC(=O)C2CCN(c3nn4c(=O)cc(C)nc4s3)CC2)c1,x,6,x,-3,x,x,-4,119,-3
S=c1[nH]nc(CCc2ccccc2)n1Cc1ccccc1,-10,x,-2,x,-11,0,x,x,x
O=C(N/N=C/c1ccco1)c1cc(-c2cccc3ccccc23)n[nH]1,15,x,-2,9,10,-7,6,72,x
O=C(NCc1ccco1)c1ccc(Cn2c(=O)c3ccccc3n(Cc3cccc(F)c3)c2=O)cc1,2,-19,-7,67*[fluorescence artefact?],-10,4,47[fluorescence artefact?],24[fluorescence artefact?],1
c1cc(-c2noc(-c3ccc4c(c3)OCO4)n2)ccn1,0,x,-1,12,-9,1,13,113,x
CCn1cc(C(=O)NCCCN2CCC(C)CC2)c2cc(OC)c(OC)cc2c1=O,-17,-7,5,-6,18,8,-5,118,-3
CC(Oc1ccc2ccccc2c1)C(=O)NNC(=S)NC(=O)c1ccco1 (stereo not drawn),-10,20,-3,x,-22,-1,x,x,-2
Clc1ccc(C2CC(c3ccccc3)Nc3ncnn32)cc1 (stereo not drawn),x,5,x,-2,x,x,-7,109,4
Cc1onc(-c2c(F)cccc2Cl)c1C(=O)Nc1ccc(S(=O)(=O)Nc2ncccn2)cc1,-7,4,-1,5[fluorescence artefact?],-28,-3,5,88[fluorescence artefact?],-1
CCC1(COC(NC(=O)c2cccnc2)(C(F)(F)F)C(F)(F)F)COC1,-3,-10,7,-3,-24,-3,-5,121,-4
CCOC(=O)Cc1nnc(NC(=O)CSc2nncn2C)s1,-1,-10,1,-1,17,-6,2,116[fluorescence artefact?],-3
O=C(Nc1ccnc(-c2cccnc2)n1)c1ccc(Cl)c(Cl)c1,-10,2,3,x,5,4,x,x,9
COc1ccc(OC)c(N2C(=O)CC(Cc3cc(C)cc(C)c3)C2=O)c1 (stereo not drawn),-4,x,4,-5,-5,0,1,115,x
Clc1ccccc1OCc1nn2c(-c3ccncc3)nnc2s1,7,0,2,-13[fluorescence artefact?],8,0,-23,90[fluorescence artefact?],7
Cc1noc(C)c1COC(=O)c1ccccc1Sc1ccccc1C#N,-7,25,5,-4,-15,1,-8,69,-2
N#Cc1ccc(Oc2ccc(/C=N/O)cn2)cc1,-11,-17,6,x,-1,-2,x,x,1
CCNc1nc(NC(C)C)nc(Oc2ccc(/C=N/O)cc2)n1,-1,2,8,-6,-13,0,-4,107,-5
COc1cc(N=c2ssnc2Cl)cc(OC)c1OC,-11,x,1,-6,2,0,-2,83,x
CCOc1ccc(OCCOc2ncnc3ccccc23)cc1,0,x,10,-12,-4,-7,-12,108,x
O=C(CCCCCn1c(SCc2ccncc2)nc2ccccc2c1=O)NCc1ccco1,-16,x,6,57*[fluorescence artefact?],-15,11,44,108[fluorescence artefact?],x
CC(=O)c1nc2ccccc2n1S(=O)(=O)c1ccc(C)cc1,-8,26,12,-5,-2,-5,-3,113,-6
COc1ccccc1OCC(=O)Nc1oc(-c2ccccc2)c(-c2ccccc2)c1C#N,-10,89,2,-6,-10,-6,-1,121,-11
CCOC(=O)NCCc1c(C)nc2c(c(C)nn2C(C)(C)C)c1C,0,-11,4,8,-5,-3,10[fluorescence artefact?],111,-4
Cc1cc(NC(=O)Cc2ccccc2)nc2c1c(=O)oc1ccccc12,-53,-19,2,x,14,-1,x,x,0
CC(C)=CCC(C)(C)CNC(=O)NC1CCCCC1,-7,x,-3,x,0,4,x,x,x
Cc1ccc(CC2C(=O)N(CC(=O)O)C(=O)C2C)cc1 (stereo not drawn),-23,-4,7,-9,-19,-4,-10,97,-2
Cn1nnnc1SCC(=O)Nc1ccc(Br)cc1Cl,10,x,2,-7,27,-7,-4,109[fluorescence artefact?],x
O=S(=O)(c1cccc2nsnc12)N1CCN(c2ncccn2)CC1,-8,-13,4,x,16,1,x,x,0
Cc1ccc(S(=O)(=O)NC(C(=O)OCC(=O)NC2CCS(=O)(=O)C2)C(C)C)cc1 (stereo not drawn),-7,x,0,-2,-38,-2,4,102,x
CCOc1cc(C(N)=O)cc(OCC)c1OCC,-13,-5,4,1,3,1,-7,118,6
CCCN(CC1CC1)C(=O)COc1ccccc1C(=O)NCc1ccccc1,-12,8,9,x,-24,2,x,x,2
CCN(CC)S(=O)(=O)c1ccc(C(=O)OCCNC(=O)c2cccnc2)cc1,-5,1,4,-5,-24,3,-11,108,-4
Cc1ccc2oc(=O)c3cnn(CC(=O)NCCN4CCOCC4)c3c2c1,x,6,x,-8,x,x,-7,116,-4
O=C(Nc1ncccn1)C1CCCN1S(=O)(=O)c1ccc(Cl)c(Cl)c1 (stereo not drawn),-3,-11,3,-4,-7,-1,-7,127,6
O=c1ccn(CCOc2ccc(Cl)cc2)c(=O)[nH]1,-10,x,2,7,3,14,1,103,x
Cc1ccc2c(CC(=O)O)coc2c1C,x,-9,x,-11,x,x,-1,122,-2
COc1ccc(S(=O)(=O)Nc2ccc(S(=O)(=O)N3CCCCC3)cc2)cc1,-5,x,9,5,-19,5,10,120,x
O=C(OCC1OC(n2ccc(=O)[nH]c2=O)C(O)C1OC(=O)c1ccccc1)c1ccccc1 (stereo not drawn),-8,-32,1,x,10,0,x,x,-1
Cc1ccc(NC(=O)c2ccc(OC(=O)c3ccco3)cc2)cc1,-3,-16,2,32,-5,1,21,372*[fluorescence artefact?],59
CCOc1ccc(Br)cc1S(=O)(=O)N1CC(C)OC(C)C1 (stereo not drawn),-13,7,3,-17,5,1,-26,114,2
OCC1(C2=NOC(O)(C(F)(F)F)C2)CCCCC1 (stereo not drawn),-4,-4,2,-3,-39,-4,-6,121,-3
C/C=C/COC(=O)c1[nH]c2c(c1C)C(=O)CC(c1ccc(N(C)C)cc1)C2 (stereo not drawn),x,12,x,-2,x,x,3,93,2
CCc1nc(N2CCN(c3nc(C)cc(C)n3)CC2)c2oc3ccccc3c2n1,x,-22,x,49[fluorescence artefact?],x,x,28[fluorescence artefact?],155[fluorescence artefact?],66
Cc1cc(N2CCCCC2)n2nc(C)c(-c3ccccc3)c2n1,7,14,7,-10,-6,11,-7,96,4
COc1ccc(N2CCN(CC(=O)Nc3c(C)cc(C)cc3C)CC2)cc1,-2,5,1,1,-9,1,-1,108,-1
CC(NC(=O)COC(=O)CCNC(=O)c1ccco1)C12CC3CC(CC(C3)C1)C2 (stereo not drawn),-8,2,3,4,11,-2,4,92,0
CN(C)c1ccc(P(=O)(OCc2ccccc2)C(O)c2cccnc2)cc1 (stereo not drawn),4,-4,2,19[fluorescence artefact?],4,2,5[fluorescence artefact?],115[fluorescence artefact?],-6
